Screens (PubChem)
m5-HT2A agonist = agonists of mouse serotonin 5-HT2A receptor (HTR2A). activation, % at 7.6 µM. AID 624169. CHO-K1 mHTR2A beta-arrestin complementation, luminescence; percent of 30 µM serotonin response. 0.66% of 360,000 active;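 active = activation above a run cutoff, the mean activation of all tested compounds plus 3 SD, cut at about 14% in these data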;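 also: 0% = plate median of compound wells and 100% = 30 µM serotonin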
Target sequence (P35363 whole entry, looked up): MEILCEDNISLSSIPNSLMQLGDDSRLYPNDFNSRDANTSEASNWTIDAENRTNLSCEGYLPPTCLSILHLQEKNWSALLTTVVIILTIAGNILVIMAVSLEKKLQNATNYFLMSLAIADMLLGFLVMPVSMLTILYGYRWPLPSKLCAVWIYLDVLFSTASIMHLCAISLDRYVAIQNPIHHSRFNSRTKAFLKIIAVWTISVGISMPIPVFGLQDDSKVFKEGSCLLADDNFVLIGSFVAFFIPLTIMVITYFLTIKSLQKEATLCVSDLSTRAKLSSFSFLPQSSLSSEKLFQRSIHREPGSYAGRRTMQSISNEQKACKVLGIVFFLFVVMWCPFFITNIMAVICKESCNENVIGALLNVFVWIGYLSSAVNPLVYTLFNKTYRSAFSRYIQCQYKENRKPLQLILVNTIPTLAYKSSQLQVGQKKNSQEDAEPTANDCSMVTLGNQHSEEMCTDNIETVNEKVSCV
MC4R barr agon = activates human MC4R beta-arrestin recruitment | P32245 | U2OS MC4R beta-arrestin complementation, luminescence; percent of melanotan II response, DMSO zero | activation, % at 8.9 µM | 0.98% of 360,000 active;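 active = activation above a per-plate cutoff, the mean activation of sample wells on that plate plus 3 SD, cut at about 8% in these data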
Target sequence (P32245 whole entry, looked up): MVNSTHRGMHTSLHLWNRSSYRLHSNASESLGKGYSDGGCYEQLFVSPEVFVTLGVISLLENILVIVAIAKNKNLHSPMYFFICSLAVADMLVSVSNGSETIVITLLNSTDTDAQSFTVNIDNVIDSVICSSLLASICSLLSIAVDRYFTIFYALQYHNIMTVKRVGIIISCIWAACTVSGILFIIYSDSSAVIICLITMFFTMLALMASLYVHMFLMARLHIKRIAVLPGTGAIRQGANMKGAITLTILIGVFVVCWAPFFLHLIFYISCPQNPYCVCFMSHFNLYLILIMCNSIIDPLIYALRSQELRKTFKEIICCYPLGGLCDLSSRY
hiPSC survival = hiPSC single-cell survival enhancement; ATPlite luminescence; 100% = ROCK inhibitor wells, 0% = DMSO; survival enhancement, % at 20 µM; 0.044% of 360,000 active; AID 602274; in the data active = survival enhancement above about 18%;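 also: cells exposed to compounds for 16 hours before the ATP read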
Cardio protect = myocardial damage modulation in H9c2 cells; H9c2 cardiomyocytes, H2O2 injury protection, ATPLite, 2 h; protection from H2O2 cell death, % at 20 µM; 0.63% of 360,000 active;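 active = compounds giving at least 50% protection of heart cells from peroxide-induced death in the single-dose screen, raw or plate-pattern-corrected value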;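 also: 0% = DMSO wells with peroxide and 100% = DMSO wells without peroxide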
Granule exo inh = lytic granule exocytosis inhibition; TALL-104 LAMP-1 surface exposure, flow cytometry; cells stimulated with thapsigargin and PMA; inhibition, % at 10 µM; 0.66% of 360,000 active; AID 651702;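 active = inhibition above about 55%, limit read from the data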
ABHD5 PLIN5 PPI = ABHD5-PLIN5 protein interaction inhibition. Split G. princeps luciferase complementation, luminescence, 4 h. inhibition, % at 4 µM. AID 602281. Q00G26+Q8WTS1. 0.78% of 360,000 active;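 active = inhibition above the mean inhibition across every tested compound plus 3 SD, cut at about 22% in these data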;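 also: 0% = DMSO only wells and the 100% control is not disclosed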
MC4R antagonist = antagonists of human melanocortin 4 receptor (MC4R). P32245. MC4R-expressing cells, MTII-stimulated cAMP, LANCE TR-FRET. inhibition, % at 6.5 µM. 0.48% of 360,000 active;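 active = inhibition above its plate's cutoff, the mean of tested wells on that plate plus 3 SD, cut at about 29% in these data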;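 also: 0% = Melanotan II alone and 100% = Melanotan II plus saturating MCL0020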
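Test system: U2OS cells stably expressing human melanocortin 4 receptor (MC4R); also added: Melanotan II challenge; compound: 6.5 µM single dose; timing: 30-min compound preincubation, 1-h Melanotan II challenge, 1-h detection, room temperature; signal: Eu-cAMP/anti-cAMP TR-FRET, emission 671 nm; repeats: one well per compound, no replicates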
Glyco luc inh = N-linked glycosylation inhibition | D54 ERlucT glycosylation luciferase reporter, 24 h; percent of 100 nM tunicamycin response | reporter increase, % at 12.5 µM | 0.23% of 360,000 active;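 active = mean luciferase reporter signal, scaled so untreated is 0 and the glycosylation-blocking control 100, at or above a set limit in every replicate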;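 also: luciferase carries N-glycosylation sites so blocking glycosylation raises the light; 0% = median of neutral control wells and 100% = median of 100 nM tunicamycin wells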
ABCB6 inh MLPCN = inhibitors of human ABC transporter ABCB6. Q9NP58. K562-ABCB6 porphyrin accumulation, flow cytometry, 1 h; stronger effect = lower value. fluorescence ratio to DMSO, % at 10 µM. 0.19% of 360,000 active;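 active = fluorescence ratio to DMSO below 75%, the collection mean minus 3 SD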;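 also: signal is porphyrin accumulated inside mitochondria; 100% equals median channel fluorescence of DMSO control wells; lower ratio means ABCB6 inhibition with less porphyrin fluorescence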
aDG glyco up = alpha-DG glycosylation activation | activation, % at 10 µM | Pro5-aDG cells, alpha-DG glycosylation AlphaScreen (IIH6); 0% Pro5, 100% B10-LARGE cell signal | AID 624168 | 0.22% of 360,000 active;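 active = activation of at least 8% versus controls, or a plate z-score of at least 8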;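 also: Pro5 are CHO cells carrying HIG-tagged alpha-DG that lacks glycosylation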
An asterisk follows results filed as active; nt = no result given.

mol | m5-HT2A agonist | MC4R barr agon | hiPSC survival | Cardio protect | Granule exo inh | ABHD5 PLIN5 PPI | MC4R antagonist | Glyco luc inh | ABCB6 inh MLPCN | aDG glyco up
CC(=O)c1ccc(OCCCC(=O)Nc2cccc(S(=O)(=O)N(C)C)c2)cc1 | 2 | 1.3 | 1.7 | -6 | -2 | 3 | -4 | 0 | 89 | -0.1
CC(=O)c1ccc(NC(=O)CSc2nnc(-c3ccncc3)n2C2CC2)cc1 | 4 | -1.8 | 0.3 | 1 | 2 | 8 | 9 | 0 | 96 | -0.2
C=CCSC1=C(C#N)C(c2ccc(OCC)cc2)CC(=O)N1 (stereo not drawn) | -1 | -0.4 | 2.3 | 4 | 2 | -27 | 0 | 0 | 101 | 0.0
CCN(Cc1ccccc1)C(=O)COc1ccccc1 | 1 | 0.2 | 4.2 | -5 | -9 | -11 | 15 | 3 | 99 | 0.0
COc1ccc(Cn2cc(F)c(=O)n(CCC(C)C)c2=O)cc1[N+](=O)[O-] | -3 | -0.7 | 0.6 | 7 | 2 | 0 | 10 | 3 | 101 | -0.2
CCOC(=O)N1CCN(C(=O)c2cc(Cl)c(Cl)cc2C(=O)O)CC1 | 2 | -1.4 | 3.9 | 9 | 0 | 8 | -5 | 0 | 96 | -0.1
CC(Oc1ccccc1)C(=O)N=Nc1c(O)[nH]c2ccc(Br)cc12 (stereo not drawn) | 10 | -2.4 | 1.3 | 1 | -4 | -2 | -4 | 4 | 88 | -0.2
O=C(COc1ccc(Cl)cc1)NCCSCc1ccccc1Cl | -7 | 0.0 | -1.3 | -8 | -1 | -7 | 6 | 0 | 99 | 0.1
CC(C)(C)NC(=O)CSc1nc(Cc2ccccc2)nc2ccccc12 | -1 | 0.3 | 0.3 | 6 | -1 | -3 | -1 | -5 | 99 | 0.1
COc1ccc(OC)c2sc(N(CCCN(C)C)C(=O)CCS(=O)(=O)c3ccccc3)nc12 | -3 | -2.8 | -0.4 | -19 | 16 | 39* | -6 | -12 | 97 | 0.4
CNC(=S)N/N=C/c1ccc(C(C)C)cc1 | -1 | -1.7 | -2.8 | -2 | -4 | -1 | 3 | 1 | 98 | 0.3
Cc1cc(C(=O)CSc2nnc(N)s2)c(C)n1Cc1cccs1 | 9 | 3.6 | -1.3 | -10 | -1 | 11 | -11 | -22 | 91 | 0.1
CC(C)(C)c1ccc(C(=O)NCC(=O)NNC(=O)c2ccccc2O)cc1 | 2 | -0.8 | 1.8 | 16 | 2 | 14 | -2 | 3 | 95 | 0.4
COc1cccc2cc(-c3nnc(SCC(=O)Nc4nc(C)cs4)n3C)oc12 | 25* | -0.2 | 7.6 | 69* | -2 | 10 | 3 | -1 | 102 | -0.1
CCCn1nnnc1NCc1ccc(CC)cc1 | -1 | -0.9 | -0.2 | 0 | -2 | 2 | 6 | 2 | 99 | -0.1
O=C1CC(C(=O)Nc2ccc(Cl)cc2[N+](=O)[O-])C2(CCCCC2)O1 (stereo not drawn) | 0 | -2.2 | 1.7 | -3 | -2 | -3 | 2 | 0 | 97 | -0.1
O=[N+]([O-])c1cc(-c2cnc3ccccc3n2)ccc1Oc1ccc(F)cc1 | -1 | -2.0 | -1.3 | -8 | 0 | 1 | 8 | -1 | 96 | 0.0
Cc1cc(C)c2c(n1)SCC(=O)N2CC(=O)Nc1ccc(C)c(C)c1 | 1 | 0.0 | -0.2 | 6 | -2 | 2 | -4 | -1 | 101 | -0.1
COc1ccc(-n2nc3c(c2NC(=O)C(C)Oc2ccccc2)CS(=O)(=O)C3)cc1 (stereo not drawn) | 7 | -0.7 | 0.1 | 5 | -2 | 4 | 6 | -2 | 97 | -0.1
CC(=O)Nc1ccc(NC(=O)/C(=C/c2ccco2)NC(=O)c2ccccc2)cc1 | 2 | -1.8 | 0.0 | 2 | 2 | 6 | 1 | 0 | 97 | -0.3
O=C(NC(=S)NCCN1CCOCC1)c1ccc(Cl)cc1Cl | 5 | -1.2 | 4.8 | 2 | -3 | 0 | 1 | 0 | 97 | -0.1
COC(=O)[C@]1(C)N[C@H](CN(C)C(=O)Nc2ccc(C)cc2)[C@@H]2C(=O)N(C)C(=O)[C@@H]21 | 11 | -0.3 | -1.6 | -3 | -1 | -8 | 0 | 1 | 91 | 0.0
CC(C)COc1ccc(CSCCNC(=S)Nc2ccccc2)cc1 | -2 | 1.6 | -5.6 | -29 | -1 | -14 | -3 | -5 | 99 | 4.6*
COc1ccc(/C=C/C=C2\NC(=S)NC2=O)cc1 | 3 | -1.1 | -1.3 | -11 | 58* | -3 | 3 | 2 | 103 | 1.7
Cc1cc(C)cc(-n2ncc3c2CCCC3NC(=O)CCCn2cncn2)c1 (stereo not drawn) | -1 | -3.5 | -0.4 | -1 | 1 | -3 | 7 | 4 | 104 | -0.2
CCN1CCN(C(=S)Nc2ccsc2C(=O)OC)CC1 | 5 | 2.5 | -0.1 | 3 | 7 | -8 | 7 | -1 | 95 | 0.1
O=C(CCn1c(=O)sc2ccccc21)Nc1ccon1 | 1 | -1.8 | 0.3 | 6 | 1 | 1 | 2 | 2 | 101 | 0.0
COC(=O)CSCC(=O)Nc1nnc(-c2cccc(C)c2)s1 | 1 | -2.9 | -0.8 | 1 | -1 | 3 | 11 | 3 | 94 | -0.2
Cc1nc(CNC(=O)c2cc(COc3c(F)cccc3F)on2)cs1 | -5 | -0.9 | -0.6 | -1 | -9 | -10 | 2 | 3 | 95 | -0.1
COc1ccc(C(=O)NNC(=O)C(C)NC(=O)c2ccccc2NC(=O)c2ccco2)cc1 (stereo not drawn) | 2 | -1.8 | -0.6 | -3 | -4 | 0 | 11 | 2 | 98 | 0.0
CCOC(=O)N1CCN(S(=O)(=O)c2ccc(C(=O)N(CCCN(C)C)c3nc4ccc(OC)cc4s3)cc2)CC1 | -6 | 0.3 | -0.3 | 3 | 18 | 4 | -3 | -3 | 104 | -0.1
CC[C@]12c3[nH]c4cc(CCC(=O)N(C)C)ccc4c3CCN1C(=O)[C@@H](CC(=O)NCc1cccc(C(F)(F)F)c1)C[C@@H]2C(=O)N1CCN(C(=O)c2ccco2)CC1 | -5 | 2.7 | -1.2 | 5 | 0 | -7 | 14 | 5 | 96 | -0.2
S=C(NCCSCc1ccc(Cl)c(Cl)c1)Nc1ccccc1 | -2 | 2.8 | -3.0 | -27 | 1 | -9 | 4 | -1 | 100 | -0.1
Cc1ccccc1C(=O)NCCNC(=O)c1cnccn1 | -1 | 0.2 | -0.3 | 2 | -4 | 9 | 1 | 2 | 91 | -0.2
COc1ccc(-c2csc(NC(=O)c3cccc(N4C(=O)CCC4=O)c3)n2)cc1C | -3 | -0.4 | 1.4 | 19 | 24 | -2 | 58* | 2 | 96 | 0.2
Clc1ccc(-c2nnc(N3CCCC3)nn2)cc1 | 6 | -1.7 | -0.1 | -12 | 46 | -1 | 1 | -11 | 95 | -0.1
CCOc1ccc2[nH]c(=O)c(CN(CCc3ccccc3)C(=O)N3CCOCC3)cc2c1 | 4 | -1.4 | 3.4 | 3 | 0 | 3 | 10 | 0 | 98 | -0.1
COc1cc2cc(CN(CCc3ccccc3C)C(=S)NCCCN(C)C)c(=O)[nH]c2cc1OC | -8 | -1.1 | -2.9 | 14 | 5 | 17 | 7 | 2 | 100 | 0.2
CCOC(=O)[C@]12CCCC=C1N(Cc1ccc3c(c1)OCO3)C(=O)[C@H](CC(=O)N1CCC(c3ccccc3)CC1)C2 | -3 | nt | -0.4 | nt | 1 | 2 | nt | nt | 98 | -0.4
COc1ccccc1N1C(=O)C2C3CC(c4ccccc4)C(C3)C2C1=O (stereo not drawn) | -3 | -2.9 | -0.4 | 16 | 1 | 1 | 1 | -1 | 88 | 0.1
COc1ccccc1NC(=O)NCC(=O)Nc1ccc(F)c(F)c1 | 4 | -1.3 | -0.6 | 8 | 0 | 0 | 14 | 3 | 108 | -0.1
CCOC(=O)N1CCN(C(=O)C2CCC(=O)N(CCCc3ccccc3)C2)CC1 (stereo not drawn) | -8 | -4.5 | 0.0 | 2 | 9 | 0 | -3 | 3 | 84 | 0.0
COc1cccc(C(=O)NCC(=O)NCc2cc(=O)n(C)c(=O)n2C)c1OC | -2 | -4.5 | -0.2 | 1 | 3 | -9 | 2 | 3 | 103 | -0.2
Cc1cc(C)c2c(N)c(-c3nnc(SCc4ccc(Cl)cc4)n3C)sc2n1 | -1 | -2.6 | -0.4 | 0 | 2 | 2 | 5 | -1 | 99 | 0.2
CCCc1nccn1S(=O)(=O)c1cc(OC)ccc1OC | 3 | 0.3 | -2.4 | -1 | 0 | -1 | 0 | 2 | 98 | 0.0
CCN(CC)c1ccc(/C=N/n2c(C)nc3ccccc3c2=O)cc1 | 2 | -1.7 | 0.0 | -1 | -3 | -10 | -12 | -2 | 95 | -0.3
O=C(Nc1ccccc1)Nc1nc(-c2ccc(F)cc2)cs1 | 9 | 4.4 | 0.0 | 1 | 0 | -4 | 4 | 2 | 98 | 0.1
CC(NC(=O)CCNS(=O)(=O)c1cccc2nsnc12)c1ccccc1 (stereo not drawn) | 2 | -1.4 | -0.3 | 2 | -6 | 4 | 16 | 2 | 100 | 0.2
COc1ccc(-n2cc(-c3ccccc3)nc2SC)cc1 | -5 | 0.5 | 3.0 | -16 | 8 | -12 | 7 | -2 | 103 | 0.4
Cc1sc2ncn(CC(=O)NCc3ccccn3)c(=O)c2c1S(=O)(=O)N1CCOCC1 | 3 | -1.4 | -0.6 | 2 | 2 | -1 | 5 | 1 | 95 | 1.7

Next part.
mol | m5-HT2A agonist | MC4R barr agon | hiPSC survival | Cardio protect | Granule exo inh | ABHD5 PLIN5 PPI | MC4R antagonist | Glyco luc inh | ABCB6 inh MLPCN | aDG glyco up
Cc1cc(N2CCC(C)CC2)nc(-n2nc(C)cc2C)n1 | 3 | -2.4 | 1.2 | -4 | -2 | -1 | -4 | -2 | 97 | 0.6
COc1ccc(CCNC(=O)CC2(CC3=NS(=O)(=O)c4ccccc4N3)CCCC2)cc1OC | 1 | -1.7 | 0.0 | 4 | -2 | -4 | 3 | 0 | 97 | 0.2
CCOCC(=O)Nc1cccc(NC(C)=O)c1 | -4 | 0.5 | 0.4 | 7 | 3 | -4 | -1 | 5 | 102 | 0.2
N#Cc1cnn2cc(CCN3CCOCC3)c(-c3ccc(F)cc3)nc12 | 2 | 0.6 | 0.2 | 3 | -1 | 5 | 11 | 4 | 93 | -0.1
CN1C(=O)c2ccccc2Sc2ccc(NC(=O)NC3CC3)cc21 | -1 | 1.1 | -0.7 | -6 | -1 | 25* | 22 | -1 | 89 | 0.1
CC(C)(C)c1ccc(N/N=C(\C#N)S(=O)(=O)C(C)(C)C)cc1 | 2 | -3.1 | -0.7 | -23 | 2 | -2 | 5 | -3 | 96 | 0.3
Cc1ccc(C)c(S(=O)(=O)N2CCCOC2CNC(=O)C(=O)NC2CCCC2)c1 (stereo not drawn) | -2 | -2.6 | -0.5 | -5 | -4 | -7 | 2 | -1 | 93 | 0.0
